From PubChem BioAssay
KB-V1 cytotox = kills drug-selected multidrug resistant KB-V1 cells; KB-V1 MDR cells viability, CellTiter-Glo, 72 h; Potency, µM (series often up to 46.1 µM), for the others: at the top dose activity change, negative = cytotoxicity, usual class: cytotoxic; 400,000 tested, 3.4% active; AID 1347076; further: potency means the concentration at half of the fitted maximal effect; on the % scale 0 is the no-effect control and ±100 the full control effect; nearly all actives have a fitted effect of over 60% in size
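KB-V1 cells (P-gp-expressing MDR subline of KB-3-1) in phenol-red-free DMEM with 10% FBS were exposed to library compounds over a concentration series for 72 h at 37 degrees C. Viability read by CellTiter-Glo luminescence; concentration-effect curves fitted after normalization.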
MCF10A rerep = DNA re-replication induction in MCF 10a cells; Potency, µM (titrated, usually from 46.1 µM), without a hit: at the top dose activity, positive = re-replication, actives largely listed as activators; AID 624296; 350,000 tested, 2.9% active; MCF 10A DNA re-replication, Hoechst nuclear intensity, 48 h; further: potency means the concentration at half of the fitted maximal effect; % of control where 0% means no effect; nearly all actives have a fitted effect of over 50% in size
ATXN2 expr inh = ATXN2 expression inhibition. AID 1745845. 360,000 tested, 0.72% active. HEK-293 ATXN2-luciferase reporter, luminescence, 24 h. Potency, µM (titrated, usually from 57 µM), for inactives: top-dose activity change, negative = inhibition, actives largely listed as inhibitors; further: potency means the concentration at half of the fitted maximal effect; on the % scale 0 is the no-effect control and ±100 the full control effect; nearly all actives have a fitted effect of over 55% in size
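ATXN2-luciferase reporter cells (luciferase flanked by upstream and downstream ATXN2 gene portions) were treated 24 h at 37 °C with compounds at up to 57 uM. SteadyGlo luminescence gave expression; GF-AFC fluorescence gave viability.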
HT1080 IDH1KD tx = HT-1080 IDH1 knockdown cell toxicity (counter line). 360,000 tested, 2% active. HT-1080 IDH1 knockdown viability, ATP luminescence, 48 h. AID 686971. Potency, µM (titrated, usually from 46.1 µM), without a hit: at the highest dose activity, negative = toxicity, most hits filed as cytotoxic;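 further: potency means the concentration at half of the fitted maximal effect; 0% = DMSO wells and -100% = cell-free medium wells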
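Assay cells: HT-1080 with IDH1 knockdown, 750 per well, RPMI/5% FBS. Exposure: 48 h at 37 °C following 2 h pre-incubation. Read: CellTiter-Glo luminescence; fitted concentration-response, curve class assigned.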
KB-3-1 cytotox = KB-3-1 parental cell cytotoxicity; KB-3-1 viability, CellTiter-Glo ATP luminescence, 72 h; Potency, µM (series often up to 46.1 µM), for inactives: at the top dose activity change, negative = cytotoxic, usual class: cytotoxic; 400,000 tested, 1.4% active; AID 1347075; further: potency means the concentration at half of the fitted maximal effect; on the % scale 0 is the no-effect control and ±100 the full control effect; nearly all actives have a fitted effect of over 60% in size
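KB-3-1 parental drug-naive adenocarcinoma cells in DMEM/10% FBS, incubated 72 h at 37 C with pin-transferred compounds across a concentration series. Viability by CellTiter-Glo luminescence; concentration-response curves fitted after normalization.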
HT1080-NT tox = kills 2HG-producing HT-1080-NT fibrosarcoma cells; HT-1080-NT fibrosarcoma viability, CellTiter-Glo ATP luminescence, 48 h; Potency, µM (titrated, usually from 46.1 µM), for inactives: at the highest dose activity, negative = less viability, actives largely listed as cytotoxic; 360,000 tested, 1.6% active;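 further: NT is the 2HG producing partner of a matched IDH1 knockdown line; potency means the concentration at half of the fitted maximal effect; 0% = DMSO-treated cells and -100% = media-only wells without cells; nearly all actives have a fitted effect of over 55% in size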
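Read-out is CellTiter-Glo luminescence after 10 minutes at room temperature, following 48 hours' compound treatment of HT-1080-NT cells (750 cells/well, RPMI, 5% FBS, 37 degrees C).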
WRN helicase inh = blocks human WRN helicase | Potency, µM (top dose mostly 114 µM), inactives show top-dose activity change, negative = inhibition, hits mostly inhibitors | Q14191 | 360,000 tested, 0.46% active | WRN helicase unwinding, fluorescent forked duplex, kinetic; further: potency means the concentration at half of the fitted maximal effect; on the % scale 0 is the no-effect control and ±100 the full control effect; nearly all actives have a fitted effect of over 55% in size
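Enzyme (20 nM final) and test compound sit together 15 min at room temperature before substrate addition. Substrate is a single-forked duplex oligonucleotide (100 nM) labelled with fluorophore and quencher, with 2 mM ATP; helicase unwinding raises red fluorescence, read kinetically.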
SW480 rerep = induces DNA re-replication in SW480 colon adenocarcinoma cells; SW480 DNA re-replication, Hoechst DNA content imaging, 48 h; Potency, µM (series often up to 46.1 µM), inactives show at the top dose re-replication activation, most hits filed as activators; 340,000 tested, 1.8% active; further: potency means the concentration at half of the fitted maximal effect; % of control where 0% means no effect; nearly all actives have a fitted effect of over 55% in size
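Image-based DNA-content assay: after two days of treatment, nuclei were labelled with the DNA dye Hoechst and imaged, and hits were compounds raising the count of nuclei showing high fluorescence intensity.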
IL-1B inflam inh = blocks inflammasome-driven IL-1 beta release | activity change, % at 57.5 µM | THP-1 LPS/ATP IL-1B secretion, AlphaLISA, 16 h; stronger effect = lower value | 360,000 tested, 4.7% active; in the data active means activity change below about -50%; inconclusive means mostly about -30% to -49%; further: on the % scale 0 is the no-effect control and ±100 the full control effect
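THP-1 cells pretreated 1 hr with compounds (up to 57.5 uM final), then stimulated with LPS (250 ng/mL final) plus ATP (1.25 mM final); secreted IL-1B measured by AlphaLISA after 16 hr, decreased signal indicating inhibition.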
* hit, by the source's call; i = inactive; ? = inconclusive; . = no result given; & = joins results of further samples; [ ] = dose if it differs, or a comment. Unless noted, the call rests on the fitted dose curve; in most records, active means well fitted curve in the direction sought with a large enough effect; inconclusive means small, poorly fitted or top-dose-only effect, or another doubt; inactive means no such curve, though single readings can be large; an effect the other way counts as inactive or inconclusive.

SMILES	KB-V1 cytotox	MCF10A rerep	ATXN2 expr inh	HT1080 IDH1KD tx	KB-3-1 cytotox	HT1080-NT tox	WRN helicase inh	SW480 rerep	IL-1B inflam inh
CCOC(=O)CC1C(=O)NCCN1Cc1ccc(OC)c(OC)c1 (stereo unspecified)	0%	-2%	-26%	11%	17%	17%	6%	2%	20
O=C(CN1CCN(C(=O)c2ccc(OCc3cn4ccccc4n3)cc2)CC1)Nc1cccc(F)c1	0%	8%	-29%	-14%	-12%	7.3µM*	-2%	-5%	-18
O=C(NCc1cccnc1)OC1CC2CC1[C@H]1CCCCN1C2=O (stereo partly specified)	-2%	.	2%	1%	8%	-6%	1%	.	-9
COc1ccc(NS(=O)(=O)c2ccc(-c3coc(C)n3)cc2)c(OC)c1	-22%	?	-17%	?	?	?	7%	?	16
CCCOc1ccc(CNC(=O)C2CCN(c3nn4c(=O)cc(C)nc4s3)CC2)cc1	14%&-5%	1%	-13%	-3%	-12%&-25%	-5%	2%	-2%	4
COC(=O)Cc1csc(Nc2ccccc2)n1	12%	15%	29%	1%	-3%	10%	4%	-6%	13
COc1ccc(NS(=O)(=O)c2cccc(C(=O)N/N=C(\C)c3ccc(-n4ccnc4)cc3)c2)cc1	-1%	-10%	-5%	9%	12%	1%	-30%	-5%	-11
COc1cccc(-c2ccc(=O)n(CC(=O)Nc3cc4c(cc3NC(C)=O)OCCO4)n2)c1	0%	-1%	5%	0%	-11%	9%	-1%	-6%	11
Cc1sc2ncn(-n3c(C)ccc3C)c(=O)c2c1C	3%	-2%	-2%	-1%	7%	1%	-6%	1%	-1
CCCNC(=O)C1CNc2ccccc2O1 (stereo unspecified)	14%	2%	8%	0%	6%	3%	-4%	0%[9.22 µM]	31
Nc1c(Cl)ncnc1N1CCN(c2ncnc(Cl)c2N)CC1	5%	0%	.	-2%	-3%	-3%	4%	0.23µM*	-13
CCc1cc(C(=O)c2ccc(Br)cc2)c(NC(=O)CN(CC)CC)s1	-23%	-6%	-29%	0%	4%	0%	1%	-19%	-7
CSCCC(NC(=O)c1ccco1)C(=O)Nc1ccc(C)c(S(=O)(=O)N2CCOCC2)c1 (stereo unspecified)	14%	0%	1%	1%	17%	0%	6%	-2%	-10
O=C(CSc1nnc(CNC(=O)C23CC4CC(CC(C4)C2)C3)n1-c1ccc(F)cc1)Nc1ccc(F)cc1	?	5%	0%	-24%	2%	-16%	-19%[57.1 µM]	12%	13
COc1ccc(N2CCN(S(=O)(=O)c3ccc(Br)s3)CC2)cc1	-22%	10%	.	-9%	1%	-11%	-4%	-6%	-7
Cc1cc(Cl)ccc1OCC(=O)N(Cc1ccco1)C1CCS(=O)(=O)C1 (stereo unspecified)	-24%	-1%	.	0%	0%	-1%	-1%	-13%	-5
CCN(CC(=O)Nc1c(F)cccc1F)C(=O)CSc1nnc(-c2ccco2)n1CC	-6%	-7%	-11%	13%	-2%	1%	-27%	?	i
Cc1c(Cl)cccc1S(=O)(=O)N1CCC(C(=O)NNC(=O)C2CC2)CC1	10%	?	-10%	4%	-8%	-1%	0%	0%	-10
N#CC1=C(N)OC2=C(CC/C2=C\c2ccccc2Cl)C1c1ccccc1Cl (stereo unspecified)	?	?	.	4%	-9%	1%	5%	?	-68*
CC(C)CCNC(=O)COC(=O)c1cc(Br)c(Br)s1	-3%	11%	1%	-1%	0%	-11%	-14%	4%	8
Cc1cccc(NC(=O)C2CCN(S(=O)(=O)c3c(C)noc3C)CC2)c1	-2%	2%	5%	6%	8%	9%	-5%	?	16
COc1ccc(NC(=O)c2sccc2OS(=O)(=O)N(C)C)cc1	-7%	6%	0%	22%	-2%	21%	19%	?	-1
O=C(c1ccco1)N1CCN(C(=S)Nc2ccccc2C(F)(F)F)CC1	?	24%	-15%	-5%	-19%	?	-32%	-5%	-6
CC(=O)Nc1ccc(NC(=O)COc2ccc([N+](=O)[O-])cc2)cc1	-16%	-1%	-8%	-1%	-3%	0%	2%	-4%	20
CCCCCCCc1c(O)nc(SCC(=O)O)[nH]c1=O	20%	1%	2%	15%	5%	4%	-1%	-5%	10
COc1ccc(/C=C2\SC(=N)N(c3ccc(F)cc3)C2=O)cc1OC	12%	1%	-10%[11.3 µM]	-1%	?	-2%	-24%	-6%	?
Cc1cccc(N2CCN(C(=O)c3cnn4c(C(F)F)cc(-c5ccccc5)nc34)CC2)c1C	?	0%	0%	2%	?	-2%	-8%	3%	36
O=C(NC(=S)N1CCCc2ccccc21)c1ccc(Cl)cc1	0%	?	30%	0%	-1%	9%	-12%	1%	6
O=C(CO/N=C/c1ccccc1OC(F)F)N1CCc2ccccc21	?	-2%	5%	1%	-2%	0%	-2%	2%	28
C[C@H]1CN([C@@H](C)CO)C(=O)CCCn2nncc2CO[C@H]1CN(C)C(=O)Nc1cccc(Oc2ccccn2)c1	1%	.	4%	-1%	11%	-6%	1%	.	11
COc1ccc(-c2nn(CCC(=O)O)cc2/C=C/C(=O)O)cc1[N+](=O)[O-]	-1%	-9%	-19%	7%	-2%	5%	6%	-9%	3
COc1ccc(N(Cc2nnc3n2CCCCC3)C(=O)Nc2ccccc2)cc1	-4%	?	-15%	15%	?	-8%	11%	3%	-6
NC(=O)C[C@@H]1N[C@]2(C(=O)Nc3ccccc32)[C@@H]2C(=O)N(C3CCCCC3)C(=O)[C@H]12	27%	-2%	-9%	-7%	-5%	-6%	4%	0%	-9
O=C(CSc1ccc([N+](=O)[O-])cc1)Nc1nnc(C2CC2)s1	16%	-3%	-3%	-5%	2%	-1%	-31%	-2%	9
Cc1ccc(N2C(=O)C(CN3CCOCC3)C2c2ccccc2)cc1 (stereo unspecified)	0%	4%	-14%	-3%	12%	2%	-2%	-7%	28
CN(C)c1ccc(CN(C(=O)COc2ccc(Br)cc2)C2CCS(=O)(=O)C2)cc1 (stereo unspecified)	8.2µM*	8%	-1%	-22%	-1%	-5%	3%	-1%	-20
Cc1cccc(C(=O)Nc2nccs2)c1[N+](=O)[O-]	?	?	3%	3%	?	4%	-5%	4%	20
CC(C)CN1CCC(=O)N([C@H](COc2ccccc2)c2ccccc2)CC1	?	15%	-2%	0%	-4%&-9%	-1%	1%	-1%	-8
COc1cc(-c2nnc(SCc3cccnc3)n2C)cc(OC)c1O	-9%	-2%	6%	5%	0%	-3%	-7%	-4%	3
C=CCN1C(=O)c2ccc(C(=O)N(CCC)CC(=O)Nc3ccccc3C)cc2C1=O	-26%	0%	2%	6%	-4%	5%	-4%	0%	-3
Cc1ccc(SCC(=O)Nc2ccccc2N2CCOCC2)cc1	-26%	-11%	.	-2%	0%	2%	-2%	-10%	22
O=C(Cc1ccccc1)NNS(=O)(=O)c1ccc([N+](=O)[O-])cc1	5%	-2%	-3%	0%	11%	10%	-17%	-4%	5
Cc1cccc(C)c1OCC(O)CN(Cc1ccccc1O)C1CCCCC1 (stereo unspecified)	?	?	-30%	?	?	9.2µM*	-7%[57.1 µM]	?	-66*
C[C@@]12C(=O)N(Cc3ccc(F)cc3)CC(=O)N1[C@H]1c3cc(Cl)ccc3OC[C@@H]1[C@@H]2c1ccccc1	-17%	55%	-3%	-11%	?	-8%	-4%	16%	?
Cc1nc(NC(=O)c2c(-c3ccccc3)noc2C)sc1C(=O)N(C)C	-1%	-5%	0%	2%	15%	22%	1%	9%	-9
O=c1[nH]c(CN2CCN(S(=O)(=O)/C=C/c3ccccc3)CC2)nc2ccccc12	15%	28%	-11%	-5%	4%	-11%	-7%	2%	-5
CC(OC(=O)CCc1nc2ccccc2c(=O)[nH]1)C(=O)c1ccc(Br)cc1 (stereo unspecified)	?	9%	6%	7%	-1%	8%	-12%	-3%	-3
Cc1cc(C)cc(OCC(=O)OC(C)C(=O)Nc2ccc(Cl)cn2)c1 (stereo unspecified)	3%	29%	4%	0%	2%	8%	-1%	-488%[inhibitor]	5

Gathered by group, those above with a furan ring, fused or not.
SMILES	KB-V1 cytotox	MCF10A rerep	ATXN2 expr inh	HT1080 IDH1KD tx	KB-3-1 cytotox	HT1080-NT tox	WRN helicase inh	SW480 rerep	IL-1B inflam inh
CSCCC(NC(=O)c1ccco1)C(=O)Nc1ccc(C)c(S(=O)(=O)N2CCOCC2)c1 (stereo unspecified)	14%	0%	1%	1%	17%	0%	6%	-2%	-10
Cc1cc(Cl)ccc1OCC(=O)N(Cc1ccco1)C1CCS(=O)(=O)C1 (stereo unspecified)	-24%	-1%	.	0%	0%	-1%	-1%	-13%	-5
CCN(CC(=O)Nc1c(F)cccc1F)C(=O)CSc1nnc(-c2ccco2)n1CC	-6%	-7%	-11%	13%	-2%	1%	-27%	?	i
O=C(c1ccco1)N1CCN(C(=S)Nc2ccccc2C(F)(F)F)CC1	?	24%	-15%	-5%	-19%	?	-32%	-5%	-6

(continued)
SMILES	KB-V1 cytotox	MCF10A rerep	ATXN2 expr inh	HT1080 IDH1KD tx	KB-3-1 cytotox	HT1080-NT tox	WRN helicase inh	SW480 rerep	IL-1B inflam inh
CC(=O)Nc1ccc(NC(=O)c2ccc(NS(=O)(=O)c3cc(C(C)(C)C)ccc3C)cc2)cc1	3%	13%	-10%[11.3 µM]	1%	4%	0%	-21%[57.1 µM]	2%	17
CCc1ccccc1OCC(=O)Nc1cccc(S(=O)(=O)NCc2ccco2)c1	-15%	?	-34%	-18%	0%	-17%	-20%	8%	?
CCCc1nc(SCC(=O)c2ccc(F)cc2)c2ccccc2n1	?	?	-10%	0%	?	7%	-2%	?	?
COc1ccc2[nH]c(=O)c(CN(C(=O)NC3CCCCC3)C3CCCC3)cc2c1	15µM*	?	-4%	-7%	14%	-1%	-11%	-5%	-6
Cc1ccccc1NC(=O)CSc1nc(COc2ccccc2)nc2ccccc12	?	-8%	?	-26%	0%	0%	-5%	28%	-24
